Screening data from PubChem BioAssay.
VP16 counter: counter-screen for ROR gamma inhibitors: Gal4-VP16 reporter; Drosophila S2 Gal4-VP16 UAS-luciferase, luminescence, 20 h; Potency, µM (highest dose often 53.6 µM), without a hit: at the top dose activity, negative = inhibition, most hits filed as inhibitors; 310,000 compounds, 3.5% hits;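 also: Gal4-VP16 expression switched on by copper sulfate through the metallothionein promoter; potency is read from the fitted curve at half-maximal effect; % is scaled to controls: 0 for no effect and ±100 for the full control effect; nearly all actives have a fitted effect of over 50% in size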
Menin-MLL TR inh: menin-MLL binding inhibition, Texas Red mutant peptide. Potency, µM (titrated, usually from 61.6 µM), for the others: top-dose FP activity change, negative = inhibition, hits mostly inhibitors. 270,000 compounds, 0.23% hits. AID 1768. Menin + Texas Red MLL mutant peptide, fluorescence polarization. O00255; active = well fitted inhibition curve with a large enough effect in the polarisation, with a control signal flat, not every such curve was filed as active; inconclusive = small, poorly fitted or top-dose-only effect, or effect the other way, or a change in a side signal; inactive = no such curve, though single readings can be large or run the other way; the % refers to the polarisation; also: potency is read from the fitted curve at half-maximal effect; % of control where 0% means no effect; many of its hits are not listed in these tables
Target sequence (O00255 whole entry, looked up): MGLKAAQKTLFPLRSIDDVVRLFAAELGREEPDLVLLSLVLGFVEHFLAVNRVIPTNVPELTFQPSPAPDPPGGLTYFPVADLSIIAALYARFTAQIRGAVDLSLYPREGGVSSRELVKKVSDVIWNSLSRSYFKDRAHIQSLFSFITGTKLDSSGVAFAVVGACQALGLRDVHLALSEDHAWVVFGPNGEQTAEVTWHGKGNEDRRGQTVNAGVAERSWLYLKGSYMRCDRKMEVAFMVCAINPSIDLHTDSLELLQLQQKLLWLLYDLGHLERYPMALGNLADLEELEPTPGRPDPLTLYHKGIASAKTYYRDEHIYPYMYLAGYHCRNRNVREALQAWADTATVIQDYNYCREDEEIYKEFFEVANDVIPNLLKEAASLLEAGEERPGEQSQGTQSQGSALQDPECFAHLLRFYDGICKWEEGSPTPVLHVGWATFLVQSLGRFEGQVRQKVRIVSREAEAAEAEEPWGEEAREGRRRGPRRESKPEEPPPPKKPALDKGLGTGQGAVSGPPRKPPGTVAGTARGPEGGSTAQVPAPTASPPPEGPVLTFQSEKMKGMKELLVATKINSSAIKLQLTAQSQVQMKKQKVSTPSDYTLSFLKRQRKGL
RORgamma inh: inhibitors of mouse ROR gamma transcriptional activity; AID 2551; Potency, µM (doses to about 53.6 µM), for inactives: at the top dose activity change, negative = inhibition, actives largely listed as inhibitors; P51450; Drosophila S2 Gal4-RORgamma UAS-luciferase reporter, 20 h; 310,000 compounds, 5.4% hits; also: potency is read from the fitted curve at half-maximal effect; % is scaled to controls: 0 for no effect and ±100 for the full control effect; nearly all actives have a fitted effect of over 60% in size
Target sequence (P51450 whole entry, looked up, the tested form may be a part): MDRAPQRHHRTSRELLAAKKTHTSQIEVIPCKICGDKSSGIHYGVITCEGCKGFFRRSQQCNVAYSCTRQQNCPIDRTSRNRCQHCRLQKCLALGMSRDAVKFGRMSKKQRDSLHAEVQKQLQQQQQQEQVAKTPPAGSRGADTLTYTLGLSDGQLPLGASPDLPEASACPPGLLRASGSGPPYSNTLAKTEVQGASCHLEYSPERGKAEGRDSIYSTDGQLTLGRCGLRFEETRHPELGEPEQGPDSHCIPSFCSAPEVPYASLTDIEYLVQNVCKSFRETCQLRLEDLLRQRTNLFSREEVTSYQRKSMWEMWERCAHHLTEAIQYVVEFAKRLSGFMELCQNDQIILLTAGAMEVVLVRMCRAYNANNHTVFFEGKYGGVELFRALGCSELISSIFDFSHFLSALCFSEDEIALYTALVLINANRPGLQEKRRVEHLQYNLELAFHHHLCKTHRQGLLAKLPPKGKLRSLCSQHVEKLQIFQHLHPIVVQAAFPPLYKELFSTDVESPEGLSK
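Stable Schneider cell line, Gal4 DNA-binding domain fused to ROR gamma, UAS-luciferase. Cmpd 1 hr RT → CuSO4 700 uM final → 20 hr RT → luciferase reagent 10 min → luminescence.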
Giardia kill: Giardia lamblia killing | Giardia lamblia trophozoite viability | activity change, % at 7.66 µM, hits read low | 340,000 compounds, 0.15% hits | AID 540267; in the data active = activity change below about -80%; inconclusive = between about -30% and that limit;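 also: parasites exposed to compound for two days anaerobically before the ATP read; % is scaled to controls: 0 for no effect and ±100 for the full control effect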
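Each well holds 100 Giardia trophozoites and compound. After two days (48 hrs) at 37 deg C in anaerobic conditions, ATP is quantified by luminescence.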
An asterisk follows results filed as active; ? = inconclusive; & = joins results of further samples; [ ] = another dose, or the depositor's remark. Unless noted, calls follow the shape of the dose curve; as a rule, active = well fitted curve in the direction sought with a large enough effect; inconclusive = small, poorly fitted or top-dose-only effect, or another doubt; inactive = no such curve, though single readings can be large; an effect the other way counts as inactive or inconclusive. A portion of the library; count on the stated rates, not on these rows.

Each structure is followed by: Giardia kill	VP16 counter	Menin-MLL TR inh	RORgamma inh
COc1ccc(C2/C=C\CN(C(=O)c3ccccc3)C(Cc3ccccc3)C(=O)N2Cc2ccc(F)cc2)cc1 (centres undefined)
 : -8	-10%	7%	?
COc1cc(OC)c2c(C)cc(=O)oc2c1C(CCN1CCCC(C)C1)c1ccc(N(C)C)cc1 (centres undefined)
 : -17	4%	-6%	-27%
COc1ccc(/C=C/c2ccccc2)cc1C1C2C=CCCC2(C)C(=O)N1Cc1ccccc1 (centres undefined)
 : -8	8%	-10%	21%
COc1ccc(C2/C=C\CN(CC(C)C)C(Cc3ccccc3)C(=O)N2Cc2ccc(F)cc2)cc1 (centres undefined)
 : 18	?	-6%	?
CCOC(=O)N1C(COCc2ccccc2)C=CCS1(=O)=O (centres undefined)
 : -5	-1%	13%	16%
COc1ccc(COC[C@H](C)[C@H](O[Si](C)(C)C)[C@@H](C)[C@H]2OC(=O)[C@H]2C)cc1
 : -2	3%	-3%	17%
C[C@@H]1C(=O)N(S(=O)(=O)c2ccccc2[N+](=O)[O-])[C@H]1c1ccc(-c2ccccc2)cc1
 : 32[activator]	-27%	32%[activator]	3%
O=C(O)C1CC=CC2CCN(C3CCCCC3)C(=O)C21 (centres undefined)
 : -16	3%	3%	6%
COc1ccc(C2/C=C\CN(Cc3ccccc3)CC(=O)N2Cc2ccc(F)cc2)cc1 (centres undefined)
 : 11	-11%	-14%	?
CC12CCC=CC1C(c1ccc3ccccc3c1)N(Cc1ccccc1)C2=O (centres undefined)
 : 13	3%	?	?
COc1ccc(C2C=C3CNS(=O)(=O)C3CC2OC(=O)c2cccc(C)c2)cc1 (centres undefined)
 : -8	-11%	42%[activator]	12%
COc1cc(OC)c2c(c1C(CCN1CCN(c3ccccc3)CC1)c1ccc(N(C)C)cc1)OC(=O)CC2c1ccc(N(C)C)cc1 (centres undefined)
 : -5	-6%	-11%	7%
COc1ccc(C2/C=C\CN(C(=O)C3CCCC3)C(C)C(=O)N2Cc2ccc(F)cc2)cc1 (centres undefined)
 : -27	6%	-16%	24%
COc1ccc(-c2c(C3C4C=CCCC4(C)C(=O)N3Cc3ccccc3)ccc3ccccc23)cc1OC (centres undefined)
 : 18	-4%	-16%	-10%
CCc1c2c(nc3ccc4c(c13)OCCO4)-c1nc3ccccc3c(=O)n1C2
 : -13	13µM*	-3%	2.5µM*

Whole records, quoted from the list:
COc1ccc(C2C=C3CNS(=O)(=O)C3CC2OC(=O)c2cccc(C)c2)cc1 (centres undefined) is listed as Giardia kill = -8; VP16 counter = -11%; Menin-MLL TR inh = 42%[activator]; RORgamma inh = 12%
O=C(O)C1CC=CC2CCN(C3CCCCC3)C(=O)C21 (centres undefined) is listed as Giardia kill = -16; VP16 counter = 3%; Menin-MLL TR inh = 3%; RORgamma inh = 6%

Carrying on.
Each structure is followed by: Giardia kill	VP16 counter	Menin-MLL TR inh	RORgamma inh
COc1ccc(-c2ccc(F)cc2)cc1C1C2C=CCC(C)C2C(=O)N1Cc1ccccc1 (centres undefined)
 : -22	-8%	-17%	45%
C=C1CCN(C(CC(C)C)C(=O)NCc2ccc(Cl)c(Cl)c2)S(=O)(=O)c2ccccc21 (centres undefined)
 : 2	3%	13%	27%
C=C1CCN(C(CC(C)C)C(=O)NCCCc2ccccc2)S(=O)(=O)c2ccccc21 (centres undefined)
 : -18	-14%	-6%	?
CCC1CC=CC2C1C(=O)N(Cc1ccccc1)C2c1ccc2ccccc2c1 (centres undefined)
 : -21	?	-30%	12%
COc1cccc2c1N(C)C(=O)CC21C=CC(=O)C=C1
 : 13	-14%	-23%	?
COc1ccc(C2C3C=CCCC3(C)C(=O)N2Cc2ccccc2)cc1Cl (centres undefined)
 : -7	-17%	-19%	31%
COC(=O)C1=C[C@@H](C(=O)OC)C2C3=C(C(=O)[C@]2(CC(C)C)NC(=O)c2ccccc2)[C@H](C)n2c(=O)n(-c4ccccc4)c(=O)n2[C@@H]3C1 (some centres undefined)
 : -5	5%	2%	-6%
COC(=O)C1=C[C@@H](C(=O)OC)[C@@H]2C3=C(C(=O)C2(C)C)[C@H](c2ccccc2)[C@@H]2C(=O)N(c4ccccc4)C(=O)[C@@H]2[C@@H]3C1
 : ?	0%	-11%	14%
O=C(Cc1ccccc1Nc1c(Cl)cccc1Cl)OCO/N=[N+](\[O-])N1CCCC1
 : -16	18µM*	-12%	?
COCCn1cnc2c1-c1ccc(OC)c(c1)OC/C=C\COc1cccc-2c1
 : -26	-18%	-7%	2%
COC(=O)C(CC(C)C)NS(=O)(=O)c1cc(Br)ccc1Br (centres undefined)
 : -11	-8%	-8%	-7%
CC(=O)OCC(NC(=O)C(C)NC(=O)OC(C)(C)C)C1OC(n2cc(C)c(=O)[nH]c2=O)C(OC(C)=O)C1OC(C)=O (centres undefined)
 : 1	1%	13%	-1%
O=C1C2C(c3ccccc3)CC=CC2C(c2ccoc2)N1Cc1ccccc1 (centres undefined)
 : -10	-2%	-15%	3%
CCCC[C@@H]1CCCO[C@@](C(=O)NCCOC)(C(F)(F)F)C1
 : -9	-6%	2%	-6%
Cc1cc2c(c(C)c1Cl)C(c1ccc3c(c1)OCO3)CC(O)(c1ccccc1)O2 (centres undefined)
 : 3	?	?	46%

Reprinted from the results shown, 10 compounds:
Each structure is followed by: Giardia kill	VP16 counter	Menin-MLL TR inh	RORgamma inh
COc1ccc(-c2ccc(F)cc2)cc1C1C2C=CCC(C)C2C(=O)N1Cc1ccccc1 (centres undefined)
 : -22	-8%	-17%	45%
C=C1CCN(C(CC(C)C)C(=O)NCc2ccc(Cl)c(Cl)c2)S(=O)(=O)c2ccccc21 (centres undefined)
 : 2	3%	13%	27%
C=C1CCN(C(CC(C)C)C(=O)NCCCc2ccccc2)S(=O)(=O)c2ccccc21 (centres undefined)
 : -18	-14%	-6%	?
CCC1CC=CC2C1C(=O)N(Cc1ccccc1)C2c1ccc2ccccc2c1 (centres undefined)
 : -21	?	-30%	12%
COc1cccc2c1N(C)C(=O)CC21C=CC(=O)C=C1
 : 13	-14%	-23%	?
COc1ccc(C2C3C=CCCC3(C)C(=O)N2Cc2ccccc2)cc1Cl (centres undefined)
 : -7	-17%	-19%	31%
COC(=O)C1=C[C@@H](C(=O)OC)C2C3=C(C(=O)[C@]2(CC(C)C)NC(=O)c2ccccc2)[C@H](C)n2c(=O)n(-c4ccccc4)c(=O)n2[C@@H]3C1 (some centres undefined)
 : -5	5%	2%	-6%
COC(=O)C1=C[C@@H](C(=O)OC)[C@@H]2C3=C(C(=O)C2(C)C)[C@H](c2ccccc2)[C@@H]2C(=O)N(c4ccccc4)C(=O)[C@@H]2[C@@H]3C1
 : ?	0%	-11%	14%
O=C(Cc1ccccc1Nc1c(Cl)cccc1Cl)OCO/N=[N+](\[O-])N1CCCC1
 : -16	18µM*	-12%	?
COCCn1cnc2c1-c1ccc(OC)c(c1)OC/C=C\COc1cccc-2c1
 : -26	-18%	-7%	2%

Continuation:
Each structure is followed by: Giardia kill	VP16 counter	Menin-MLL TR inh	RORgamma inh
COc1ccc(C2C3C=CCC(c4cccc(-c5ccc(N(C)C)cc5)c4)C3C(=O)N2Cc2ccccc2)cc1Cl (centres undefined)
 : -29	4%	-7%	27%
COc1ccc(C2/C=C\CN(CC3CC3)C(Cc3ccccc3)C(=O)N2Cc2ccc(F)cc2)cc1 (centres undefined)
 : 0	?	2%	?
COc1cc(OC)c2c(C)cc(=O)oc2c1C(CCN1CCCCC1)c1ccc(N(C)C)cc1 (centres undefined)
 : 9	-8%	-14%	-9%
CC(C)(C)OC(=O)NC(Cc1ccccc1)C(=O)NC1COC2CC(n3ccc(=O)[nH]c3=O)OC12 (centres undefined)
 : -18	-3%	-7%	8%
C=C1CCN(C(CC(C)C)C(=O)O)S(=O)(=O)c2ccccc21 (centres undefined)
 : -6	23%	-5%	11%
CC(OCc1ccccc1)C(NC(=O)OC(C)(C)C)C(=O)NC1COC2CC(n3cc(F)c(=O)[nH]c3=O)OC12 (centres undefined)
 : -23	0%	-10%	-25%
COc1ccc(-c2cc(C3C4C=CCC(C)C4C(=O)N3Cc3ccccc3)ccc2F)cc1 (centres undefined)
 : -4	-15%	-27%	-3%
CCc1ccc(C2/C=C\CNC(c3ccccc3)C(=O)N2Cc2ccc(C)cc2)cc1 (centres undefined)
 : -4	-6%	-8%	-26%
Cc1ccc(SCC(Cc2ccccc2)N2CCN(CCc3ccccc3)CCC2=O)cc1 (centres undefined)
 : -23	1%	-26%	7%
C=CCCN(C(C)C(=O)OC)S(=O)(=O)c1ccccc1Br (centres undefined)
 : 21	-4%	-2%	-23%
CCCC[C@H]1CCCO[C@@](C(=O)NCCN2CCOCC2)(C(F)(F)F)C1
 : -2	0%	-18%	7%
CC(=O)Nc1ccc(SCC(Cc2ccccc2)N2CCN(CCc3ccccc3)CCC2=O)cc1 (centres undefined)
 : -15	4%	2%	?
COC(=O)C1=C[C@@H](C(=O)OC)C2C3=C(C(=O)[C@]2(CC(C)C)NC(=O)c2ccccc2)[C@H](C)n2c(=O)n(C)c(=O)n2[C@@H]3C1 (some centres undefined)
 : -19	-9%	5%	-22%
COc1ccc(-c2cc(C3C4C=CCCC4(C)C(=O)N3Cc3ccccc3)ccc2F)cc1OC (centres undefined)
 : -26	-1%	?	18%
Cc1ccc(SCC(c2ccccc2)N2CCN(C)CCC2=O)cc1 (centres undefined)
 : 3	-4%	-15%	-19%

Remaining list, next part:
Each structure is followed by: Giardia kill	VP16 counter	Menin-MLL TR inh	RORgamma inh
COC(=O)C(NS(N)(=O)=O)C(C)C (centres undefined)
 : 0	5%	6%	-15%
CN(C)c1ccc(-c2ccc(C3C4C=CCCC4(C)C(=O)N3Cc3ccccc3)c(F)c2)cc1 (centres undefined)
 : -21	-8%	-21%	19%
O=C(NCc1ccccn1)[C@]1(C(F)(F)F)C[C@H](CCc2ccccc2)CCCO1
 : 0	-7%	-4%	4%
C/C=C1\COC(C(=O)NCc2ccccn2)(C(F)(F)F)C=C1C=C(C)C (centres undefined)
 : -16	-19%	-12%	?
CC12CCC=CC1C(c1ccc3ccccc3c1C=Cc1ccccc1)N(Cc1ccccc1)C2=O (centres undefined)
 : 2	-4%	-22%	-4%
COc1ccc(-c2ccc(OC)c(C3C4C=CCCC4(C)C(=O)N3Cc3ccccc3)c2)cc1OC (centres undefined)
 : -22	-19%	2%	44%
CNC(=O)C1(C(F)(F)F)C/C(=C\Cc2ccccc2)CCCO1 (centres undefined)
 : -12	8%	5%	39%
N#Cc1cc2[nH]c(=O)c(=O)[nH]c2cc1[N+](=O)[O-]
 : 5	3%&-2%	19%	0%&2%
CCC/C=C1\CCCOC(C(=O)NCc2ccccc2)(C(F)(F)F)C1 (centres undefined)
 : 23	-19%	0%	-36%
COC(=O)[C@H](C)[C@H](CC(C)C)NC(=O)[C@H](C)[C@H](CC(C)C)NC(=O)c1ccccn1
 : -14	3%	-24%	14%
C=C1CCN(C(C(=O)O)C(C)C)S(=O)(=O)c2ccccc21 (centres undefined)
 : 11	1%	-11%	17%
COC(=O)CN1C(=O)[C@@H]2[C@H](C1=O)[C@@H]1CC(C(=O)OC)=C[C@@H](C(=O)OC)C3C1=C(C(=O)[C@@]3(C)NC(=O)c1ccccc1)[C@@H]2C (some centres undefined)
 : -19	-18%	?	-16%
CC(=O)OCC(NC(=O)C(C)NC(=O)OC(C)(C)C)C1OC(n2cc(F)c(=O)[nH]c2=O)C(OC(C)=O)C1OC(C)=O (centres undefined)
 : 7	-6%	-9%	-11%
CC1CC=CC2C1C(=O)N(Cc1ccccc1)C2c1ccc(-c2ccc(N(C)C)cc2)cc1F (centres undefined)
 : 1	-7%	-25%	40%
CN(C(=O)c1ccc(OCC=C(c2ccccc2)c2ccccc2)cc1)c1ccccc1I
 : -24	-10%	10%	-14%

Other structures
Each structure is followed by: Giardia kill	VP16 counter	Menin-MLL TR inh	RORgamma inh
CCCC/C=C/[C@H](c1ccccc1)[C@H](CO)Cc1ccc2ccccc2c1
 : -14	2%	-2%	1%
CC(=O)OCON[N+]([O-])=NC1CCCCC1
 : 37[activator]	3%	-2%	14%
O=[N+]([O-])c1cccc(CN2C(COCc3ccccc3)CCC=CS2(=O)=O)c1 (centres undefined)
 : -16	1%	37%[activator]	22%
CCCN1CCC(=O)N(C(CSc2ccc(OC)cc2)Cc2ccccc2)CC1 (centres undefined)
 : -25	6%	-28%	?
CCN(CC)/[N+]([O-])=N/Oc1cc(O/[N+]([O-])=N/N2CCCC2CO)c([N+](=O)[O-])cc1[N+](=O)[O-] (centres undefined)
 : 10	-4%	0%	6%
